# Bcl-B displacement – displacers of TR3 peptide from Bcl-B, primary screen, selectivity assay for Bfl-1 inhibitor project, biochemical, fluorescence polarization; Bcl-2-like protein 10 (Homo sapiens); FP displacement of FITC-TR3 peptide from Bcl-B; higher % means a stronger effect; one-dose displacement, % at 20 µM; IC50 in µM for titrated hits; 0.11% of 96,000 active; AID 748, 2007;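 active means displacement above 50% at 20 µM plus a fluorescence interference ratio under 1.5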;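 further: plate controls were wells without compound for no effect and wells lacking Bcl-B protein for full effect; a part of the inactive calls stands beside numbers as strong as those of hits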
# MRP resist rev – reversal of MRP1-mediated doxorubicin resistance, primary screen, H69AR cells, doxorubicin co-treatment; H69AR cells + 2 uM doxorubicin, CellTiter-Glo, 72 h; differential viability (reversal), % at 10 µM; 0.04% of 85,000 active;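 active means viability drop by adding the cancer drug above about 55%, with treated viability meeting a 40% cutoff, limit read from the data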;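 further: viability without doxorubicin minus viability with 2 µM doxorubicin for each compound; larger differential means the compound sensitizes cells more to doxorubicin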
# PLAP inhibition – PLAP enzyme inhibitors, biochemical, luminescence, HTS (AID 690); Alkaline phosphatase, placental type (Homo sapiens); purified PLAP, luminescent substrate; higher % means a stronger effect; inhibition, % at 20 µM, or IC50 in µM where a hit was titrated; 0.08% of 96,000 active; in the data active means a potency from the dose series; inactive means the rest, 99 in 100 with inhibition below about 30%; further: strong numbers were not always called active
# NFkB transloc pot – enhancers of NFkB p65 translocation in HUVEC – imaging, IL-1B stimulus, high-content imaging, primary screen | HUVEC IL-1B NFkB p65 nuclear translocation imaging | activation, % at 2 µM | 0.3% of 94,000 active | AID 819, 2007;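 active means activation above 40%, about the mean plus 3 SD, also judged a hit on visual image review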;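 further: percent activation is computed from the nuclear over cytoplasmic p65 intensity ratio; values of inactives mirror those of a sister screen read the other way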
# NFkB transloc inh – inhibitors of IL-1B driven NFkB p65 nuclear import, primary screen, imaging, HUVEC, IL-1B stimulus, high-content imaging | HUVEC IL-1B NFkB p65 nuclear translocation imaging | inhibition, % at 2 µM | 0.43% of 94,000 active | AID 796, 2007;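 active means inhibition above about 30% together with a positive call from visual inspection of the well image, limit read from the data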;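 further: nuclear over cytoplasmic p65 intensity ratio measured by imaging; 0% = IL-1B stimulated DMSO wells and 100% = unstimulated DMSO wells; values of inactives mirror those of a sister screen read the other way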
# MRP resist rev cytotoxicity – second read-out of MRP resist rev, no call of its own (marks repeat the call); viability, %; H69AR cells, CellTiter-Glo, 72 h; measured here: cytotoxicity without doxorubicin
# MRP resist rev with doxorubicin – also measured in MRP resist rev; calls as there; viability, %; measured here: viability with 2 uM doxorubicin; active compounds read low
# NFkB transloc inh cell count 2 µM – recorded beside NFkB transloc inh, whose call it bears; cell count; measured here: cells passing quality filter;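 raw number of nuclei counted in each imaged well without normalization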
# NFkB transloc pot cell count 2 µM – also measured in NFkB transloc pot; calls as there; cell count; measured here: cells passing quality filter
# Active calls of the source: *; / = no result given.
SMILES,Bcl-B displacement,MRP resist rev,MRP resist rev cytotoxicity,MRP resist rev with doxorubicin,PLAP inhibition,NFkB transloc pot,NFkB transloc pot cell count 2 µM,NFkB transloc inh,NFkB transloc inh cell count 2 µM
COc1ccccc1NC(=O)c1ccc(NS(=O)(=O)c2c(C)noc2C)cc1,-10%,/,/,/,-15%,-4,172,4,172
N#CC1=C(N)SC(N)=C(C#N)C1c1cccc(Oc2ccccc2)c1,-17%,-11,91,103,-25%,3,128,-3,128
N#CC1=C(N)C(C#N)(C#N)C(c2cccnc2)C2COCC=C12 (configuration not stated),2%,10,88,78,/,1,103,-1,103
O=C(Nc1nccs1)c1ccc(Cl)c(S(=O)(=O)N2CCCCC2)c1,-3%,-17,53,70,14%,7,71,-7,71
O=C(NC1CCCCC1)C(c1ccccc1)N1CCC2(CC1)OCCO2 (configuration not stated),-7%,6,92,86,-66%,/,/,/,/
Cc1c(C(=O)Oc2ccc(-c3cnc4ccccc4n3)cc2)cccc1[N+](=O)[O-],-8%,/,/,/,10%,9,149,-9,149
CC(=O)c1c(C)nc(-c2ccc(Cl)cc2)nc1NC(=O)C(C)C,-5%,7,105,98,-6%,5,138,-4,138
CCCCNC(=O)c1cc(-c2ccc(OC)c(OC)c2)on1,-2%,10,100,89,-10%,12,66,-12,66
O=C(O)CCc1ccc(S(=O)(=O)N2CCOCC2)cc1,-4%,/,/,/,-7%,0,145,0,145
CCOC(=O)c1ccc(CNC(=O)CSc2nc(NC(=O)c3ccccc3)c3c(C)c(C)oc3n2)cc1,1%,2,91,89,5%,10,188,-10,188
COc1ccc(-n2c(Cc3cccs3)nnc2SCC(=O)Nc2ccc3c(c2)OCCO3)cc1,-1%,-3,91,94,-47%,9,110,-9,110
Cc1ccccc1COc1ccc(/C(O)=C2/C(=O)C(=O)N(CCCn3ccnc3)C2c2ccco2)cc1 (configuration not stated),7%,-13,89,102,-162%,/,/,/,/
CCOC(=O)C(NC(=O)c1ccccc1)(OCC1(CC)COC1)C(F)(F)F (configuration not stated),/,-6,96,102,/,4,167,-4,167
CC(Nc1cc(N2CCCC2)ccc1[N+](=O)[O-])c1ccccc1 (configuration not stated),-17%,/,/,/,1%,2,101,-2,101
Cn1c(NC(=O)c2ccccc2C(F)(F)F)cc(=O)n(C)c1=O,-5%,-9,67,76,14%,/,/,/,/
Cc1nn(Cc2ccc(F)cc2)c(C)c1NC(=O)c1noc2c1CCc1ccccc1-2,1%,11,93,81,10%,11,58,-11,58
Cc1ccc(-n2c(N)c(C(=O)N3CCN(C)CC3)sc2=S)cc1,0%,12,96,84,-4%,2,75,-2,75
CCOc1ccc(N=c2oc3cc(O)ccc3cc2C(=O)NCC2CCCO2)cc1 (configuration not stated),-5%,2,85,83,-41%,3,81,-4,81
COc1ccc(N2CCN(CCNC(=O)c3nnc(Cc4c(F)cccc4Cl)o3)CC2)cc1,10%,14,99,85,-13%,2,136,-2,136
COCCn1nnnc1CN(CCc1ccccc1)Cc1cc2cc(OC)ccc2[nH]c1=O,/,5,63,59,/,23,144,-23,144
COc1ccc(/C=C(/C#N)C(=O)NC2CCCCC2)cc1Br,-1%,/,/,/,1%,1,105,-1,105
Cc1ccc(-c2ccc(CCC(=O)O)n2Cc2ccco2)cc1,-29%,4,81,77,-64%,6,77,-6,77
CN(c1cccc(NC(=O)c2ccc(Cl)c(S(=O)(=O)Nc3ccccc3)c2)c1)S(C)(=O)=O,-7%,/,/,/,-64%,12,128,-12,128
CCC(=O)NC(Nc1ncc(C)s1)(C(=O)OC)C(F)(F)F (configuration not stated),/,-6,85,90,/,2,158,-2,158
CCOC(=O)COc1c(Br)cc(C2NC(=O)NC(C)=C2C(C)=O)cc1OC (configuration not stated),/,7,104,98,/,28,141,-28,141
COc1ccc(CCN(C(=O)COc2ccccc2)c2nc(-c3ccccc3)cs2)cc1OC,8%,/,/,/,7%,4,191,-4,191
CC1CCCCC1NC(=O)Cn1cnc2ccccc2c1=O (configuration not stated),-5%,4,103,99,10%,2,199,-2,199
CC(=O)c1ccc(NC(=O)c2ccc(S(=O)(=O)N3CCCC3)cc2)cc1,14%,-6,80,86,-9%,0,171,0,171
CCOC(=O)c1[nH]c(C)c(C(=O)Nc2ccc3c(c2)CCC3)c1C,6%,-19,69,87,19%,9,217,-9,217
Cc1ccc(S(=O)(=O)N2CCN(CC(=O)NC(=O)NCc3ccccc3)CC2)cc1C,4%,/,/,/,16%,37,176,-37,176

# Some of the entries so far, bar-delimited.
SMILES | Bcl-B displacement | MRP resist rev | MRP resist rev cytotoxicity | MRP resist rev with doxorubicin | PLAP inhibition | NFkB transloc pot | NFkB transloc pot cell count 2 µM | NFkB transloc inh | NFkB transloc inh cell count 2 µM
COCCn1nnnc1CN(CCc1ccccc1)Cc1cc2cc(OC)ccc2[nH]c1=O | / | 5 | 63 | 59 | / | 23 | 144 | -23 | 144
Cc1ccc(-n2c(N)c(C(=O)N3CCN(C)CC3)sc2=S)cc1 | 0% | 12 | 96 | 84 | -4% | 2 | 75 | -2 | 75
CN(c1cccc(NC(=O)c2ccc(Cl)c(S(=O)(=O)Nc3ccccc3)c2)c1)S(C)(=O)=O | -7% | / | / | / | -64% | 12 | 128 | -12 | 128
COc1ccc(N2CCN(CCNC(=O)c3nnc(Cc4c(F)cccc4Cl)o3)CC2)cc1 | 10% | 14 | 99 | 85 | -13% | 2 | 136 | -2 | 136

# More compounds
SMILES,Bcl-B displacement,MRP resist rev,MRP resist rev cytotoxicity,MRP resist rev with doxorubicin,PLAP inhibition,NFkB transloc pot,NFkB transloc pot cell count 2 µM,NFkB transloc inh,NFkB transloc inh cell count 2 µM
CCCC(=O)Nc1nnc(CC(=O)OCC)s1,-2%,-5,81,86,13%,3,161,-3,161
O=C(CCNc1cccc(Cl)c1)c1cccs1,-6%,/,/,/,-17%,-4,143,4,143
Cc1ccc(NC(=O)CSC2=C(C#N)C(c3ccco3)C3=C(CCCC3=O)N2)cc1 (configuration not stated),-2%,-7,87,94,18%,/,/,/,/
Nc1c(-c2ccc(Cl)cc2)cnn1-c1cccc(C(F)(F)F)c1,4%,/,/,/,0%,1,141,-1,141
CN(Cc1nc(-c2ccncc2)no1)S(=O)(=O)c1ccc(Cl)cc1,-10%,6,81,75,8%,1,128,-1,128
CNCCCOc1cccc(OC(C)C)c1,4%,13,102,89,13%,-8,70,8,70
CC(=O)Nc1ccc(NC(=O)c2sc3nc4c(c(-c5ccc(C)cc5)c3c2N)CCC4)cc1,2%,-5,30,36,-10%,8,187,-8,187
COC(=O)c1c(C(=O)OC)c(-c2ccc(C)cc2)n2c1CS(=O)(=O)C2,3%,-7,69,76,10%,-1,82,1,82
O=C(NCCCN1CCCC1=O)C1CCN(S(=O)(=O)N2CCOCC2)CC1,-8%,12,103,91,-4%,19,143,-20,143
CCOC(=O)c1ccc(N=Cc2nc3ccccc3n2C)cc1,0%,-10,81,91,3%,/,/,/,/
CC1(C)Cc2c(C#N)c(N3CCN(C(=O)c4ccco4)CC3)nc(-c3ccco3)c2CS1,/,/,/,/,/,-2,144,2,144
CSc1ccc(C2C(C#N)=C(N)Oc3c2ccc(=O)c2c(C)oc(C)c32)cc1 (configuration not stated),12%,4,10,6,-25%,23,62,-21,62
Cc1ccc2c(c1)-c1c(cnn1CC(=O)N(Cc1ccco1)C1CCCCC1)CO2,-4%,24,77,52,-42%,14,70,-14,70
CCOC(=O)c1ccc(NS(=O)(=O)c2ccc3c(c2)oc(=O)n3C)cc1,/,-1,94,95,/,3,67,-3,67
Cc1noc(C)c1COc1cccc(C(=O)N2CCN(C/C=C/c3ccccc3)CC2)c1,0%,32,58,26,-50%,14,171,-14,171
O=C(CSc1nccn1-c1ccc(Cl)cc1)NCc1ccc2c(c1)OCO2,-26%,7,86,78,16%,-8,144,8,144
CCNC(=O)CCSc1nc2cc(Cl)ccc2o1,/,-4,93,98,/,0,97,0,97
CCOC(=O)C1CCN(C(=O)Cn2cc(C(=O)C3CC3)c3ccccc32)CC1,-10%,-29,40,69,13%,-28,123,28,123
COC(=O)C(C)Sc1nc2c(c(=O)n(C)c(=O)n2C)n1Cc1cccc(C)c1 (configuration not stated),/,-9,72,81,/,-7,122,7,122
O=C(CN1CCN(c2nc(-c3ccc(F)cc3)cs2)CC1)NCc1ccc2c(c1)OCO2,-3%,15,107,93,-43%,-3,174,3,174
CCOCCn1c(CN2CCN(c3cccc(Cl)c3)CC2)nc2c1c(=O)n(C)c(=O)n2C,-7%,11,94,83,-58%,-12,121,12,121
CC(CN1CCOCC1)(NS(=O)(=O)c1ccccc1)c1ccccc1 (configuration not stated),2%,-32,69,100,3%,14,135,-14,135
O=C(O)CCCNS(=O)(=O)c1ccc(F)cc1,0%,4,96,93,6%,-12,142,12,142
CCOc1ccc(C(=O)Nc2cccc(-c3nc4cccnc4o3)c2)cc1Cl,-22%,/,/,/,2%,-10,123,10,123
COc1ccccc1Oc1coc2c(CN3CCN(C)CC3)c(O)ccc2c1=O,-6%,28,100,73,-37%,-1,150,1,150
CSc1nnc(-c2ccc(NC(=O)CCc3ccccc3)cc2)n1C,-4%,6,89,83,-18%,26,167,-26,167
CCOc1ccccc1OCC(=O)Nc1nnc(C)s1,0%,/,/,/,5%,30,152,-30,152
CCN1CCN(S(=O)(=O)c2cccs2)CC1,1%,5,100,95,-4%,5,115,-5,115
COc1ccccc1OCC(=O)Sc1ccc(C)cc1,-5%,-29,64,93,-13%,-10,197,10,197
Cc1cccc(NC(=O)C2CCCN(S(=O)(=O)c3cccc4nsnc34)C2)n1 (configuration not stated),-11%,-2,70,72,15%,8,179,-8,179
COc1ccc(-c2cc3ccc(OCc4nn[nH]n4)cc3oc2=O)cc1OC,29%,7,98,90,-42%,-2,193,2,193
CCOC(=O)N1CCC(NC(=O)C2CCN(S(=O)(=O)c3cccs3)CC2)CC1,-8%,12,97,85,-38%,0,66,0,66
N#Cc1ccc(-n2nccc2-c2cnc3n(c2=O)CCS3)cc1,-2%,2,96,93,15%,-9,174,9,174
O=C(CCc1ccccc1)Nc1nc2n(n1)C(c1ccccc1)CC(=O)N2 (configuration not stated),-2%,-2,97,99,-46%,-1,105,1,105
COc1cc(CO)cc(Br)c1OCC(=O)N1CCCCC1,-5%,4,94,91,17%,/,/,/,/
O=C(O)c1ccc(S(=O)(=O)N2CCC(c3nc(-c4ccccc4Cl)no3)CC2)cc1,8%,9,97,88,-59%,11,132,-11,132
Cc1ccccc1NC(=O)N1CCCC(c2nc(-c3ccc(F)cc3)no2)C1 (configuration not stated),-6%,15,90,75,-39%,-14,113,14,113
O=c1ccc2cc(S(=O)(=O)N3CCOCC3)ccc2o1,-2%,-10,96,106,-1%,-3,163,3,163
CCC(c1nnnn1C(C)(C)C)N(CCOC)Cc1cc2cccc(C)c2n2nnnc12 (configuration not stated),6%,1,76,75,-6%,2,87,-2,87
COc1ccccc1-c1cnnc(N/N=C/c2ccc(-c3cccc(Br)c3)o2)n1,/,-10,71,80,/,-2,158,2,158
COC(=O)c1cccc(C(=O)Nc2ccc(C)cc2)n1,-5%,-9,79,88,11%,-4,71,4,71
CC(C)C[C@H](NC(=O)OC(C)(C)C)c1nnc(SCc2ccccc2)o1,-12%,24,98,75,-58%,9,56,-9,56
COc1cccc(NC(=O)c2nc3ncccn3n2)c1,0%,6,82,76,-16%,0,157,0,157
CC(=O)n1cc(/C=N/NC(=O)c2sc(C)nc2C)c2ccccc21,5%,-14,22,36,-4%,-5,172,5,172

# By substructure: the entries above containing an NH in an aromatic ring.
SMILES,Bcl-B displacement,MRP resist rev,MRP resist rev cytotoxicity,MRP resist rev with doxorubicin,PLAP inhibition,NFkB transloc pot,NFkB transloc pot cell count 2 µM,NFkB transloc inh,NFkB transloc inh cell count 2 µM
COCCn1nnnc1CN(CCc1ccccc1)Cc1cc2cc(OC)ccc2[nH]c1=O,/,5,63,59,/,23,144,-23,144
CCOC(=O)c1[nH]c(C)c(C(=O)Nc2ccc3c(c2)CCC3)c1C,6%,-19,69,87,19%,9,217,-9,217
COc1ccc(-c2cc3ccc(OCc4nn[nH]n4)cc3oc2=O)cc1OC,29%,7,98,90,-42%,-2,193,2,193

# An excerpt; rates above refer to the full screens.
